SW480 rerep: DNA re-replication induction in SW480 cells; hit rate 1.8% among 340,000; AID 624297; Potency, µM (top dose mostly 46.1 µM), without a hit: at the highest dose re-replication activation, actives largely listed as activators; SW480 DNA re-replication, Hoechst DNA content imaging, 48 h; note: potency is the fitted concentration of half-maximal effect; % of control where 0% means no effect; nearly all actives have a fitted effect of over 55% in size
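Image-based read-out: total Hoechst fluorescence of nuclei (405 nm excitation, 500-530 nm emission), with hits raising the fraction of high-intensity nuclei. SW480 colon cells incubated 48 hr with compounds at 37 C.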
HT1080NT lethal: kills 2HG-producing HT-1080-NT fibrosarcoma cells | Potency, µM (doses to about 46.1 µM), for inactives: at the highest dose activity, negative = less viability, usual class: cytotoxic | hit rate 1.6% among 360,000 | HT-1080-NT fibrosarcoma viability, CellTiter-Glo ATP luminescence, 48 h;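 note: NT is the 2HG producing partner of a matched IDH1 knockdown line; potency is the fitted concentration of half-maximal effect; 0% = DMSO-treated cells and -100% = media-only wells without cells; nearly all actives have a fitted effect of over 55% in size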
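Viability of the 2HG-overproducing fibrosarcoma line after 48 hours of compound exposure at 37 degrees C was determined by luminescence with CellTiter-Glo, and concentration-effect curves were then fitted and categorized.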
IL-1B inflam inh: blocks inflammasome-driven IL-1 beta release. activity change, % at 57.5 µM. AID 743279. THP-1 LPS/ATP IL-1B secretion, AlphaLISA, 16 h; stronger effect = lower value. hit rate 4.7% among 360,000; in the data active = activity change below about -50%; inconclusive = mostly about -30% to -49%; note: % is set by controls: 0 for no effect and ±100 for the full control effect
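Secreted IL-1B measured by AlphaLISA bead assay after 16 h compound exposure of THP-1 cells; compounds (final up to 57.5 uM) added 1 h before LPS (250 ng/mL) and ATP (1.25 mM) stimulation; lower signal means less secretion.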
HT1080 IDH1KD tx: kills HT-1080 cells with IDH1 knockdown; HT-1080 IDH1 knockdown viability, ATP luminescence, 48 h; Potency, µM (titrated, usually from 46.1 µM), for the others: top-dose activity, negative = toxicity, usual class: cytotoxic; hit rate 2% among 360,000; AID 686971;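 note: potency is the fitted concentration of half-maximal effect; 0% = DMSO wells and -100% = cell-free medium wells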
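After a 2 h attachment period, IDH1KD HT-1080 cells took pin-transferred compound for 48 h at 37 °C; ATP-based luminescence after 10 min room-temperature reagent incubation reported viability.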
KB-3-1 tox: KB-3-1 parental cell cytotoxicity; KB-3-1 viability, CellTiter-Glo ATP luminescence, 72 h; Potency, µM (highest dose often 46.1 µM), for inactives: top-dose activity change, negative = cytotoxic, most hits filed as cytotoxic; hit rate 1.4% among 400,000; AID 1347075; note: potency is the fitted concentration of half-maximal effect; % is set by controls: 0 for no effect and ±100 for the full control effect; nearly all actives have a fitted effect of over 60% in size
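Luminescent ATP read-out (CellTiter-Glo) measures survival of drug-naive KB-3-1 cells after 72 h compound exposure at 37 °C. Titration series was screened from lowest to highest concentration, with DMSO vehicle plates as background controls.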
KB-V1 cytotox: KB-V1 MDR subline cytotoxicity | KB-V1 MDR cells viability, CellTiter-Glo, 72 h | Potency, µM (highest dose often 46.1 µM), without a hit: at the highest dose activity change, negative = cytotoxicity, actives largely listed as cytotoxic | hit rate 3.4% among 400,000 | AID 1347076; note: potency is the fitted concentration of half-maximal effect; % is set by controls: 0 for no effect and ±100 for the full control effect; nearly all actives have a fitted effect of over 60% in size
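Drug-selected KB-V1 cells, grown in DMEM lacking phenol red with 10% FBS, receive compound titrations; after three days at 37 degrees C, surviving cell ATP is quantified by CellTiter-Glo luminescence and responses normalized and curve-fitted.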
MCF10A rerep: DNA re-replication induction in MCF 10a cells | MCF 10A DNA re-replication, Hoechst nuclear intensity, 48 h | Potency, µM (doses to about 46.1 µM), inactives show at the top dose activity, positive = re-replication, actives largely listed as activators | hit rate 2.9% among 350,000 | AID 624296; note: potency is the fitted concentration of half-maximal effect; % of control where 0% means no effect; nearly all actives have a fitted effect of over 50% in size
ATXN viability: cell viability loss in ATXN counter-screen | AID 651635 | hit rate 0.49% among 400,000 | S2 cells (HEK-293 line with an ATXN2-luciferase reporter) viability, CellTiter-Fluor protease fluorescence, 24 h | Potency, µM (series often up to 56.7 µM), usual class: cytotoxic; note: potency is the fitted concentration of half-maximal effect; nearly all actives have a fitted effect of over 40% in size
ATXN2 expr inh: reduces ATXN2 reporter expression in HEK-293 cells; HEK-293 ATXN2-luciferase reporter, luminescence, 24 h; hit rate 0.72% among 360,000; Potency, µM (doses to about 57 µM), inactives show at the top dose activity change, negative = inhibition, most hits filed as inhibitors; note: potency is the fitted concentration of half-maximal effect; % is set by controls: 0 for no effect and ±100 for the full control effect; nearly all actives have a fitted effect of over 55% in size
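qHTS (up to 57 uM final) was run with 24 h compound exposure of reporter cells at 37 °C. Each well was multiplexed: SteadyGlo luminescence measured ATXN2-luciferase expression after a fluorogenic Gly-Phe-AFC viability readout (25 uM final).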
Starred values were filed as active, the others as inactive; i = inactive; ? = inconclusive; . = no result given; [ ] = dose if it differs, or a comment. Unless noted, calls come from the whole dose curve; as a rule, active = well fitted curve in the direction sought with a large enough effect; inconclusive = small, poorly fitted or top-dose-only effect, or another doubt; inactive = no such curve, though single readings can be large; an effect the other way counts as inactive or inconclusive. Rows were taken by chance, and some 11% of all compounds hit somewhere here.

#	SMILES	SW480 rerep	HT1080NT lethal	IL-1B inflam inh	HT1080 IDH1KD tx	KB-3-1 tox	KB-V1 cytotox	MCF10A rerep	ATXN viability	ATXN2 expr inh
1	Cc1ccc(C(=O)Nc2ccc(C(=O)N3CCCCC3C)cc2)cc1 (centres undefined)	-2%	6%	-4	0%	-5%	?	16%	i	10%
2	COc1ccc(NC(=S)N=Nc2c(O)[nH]c3ccccc23)cc1	-18%	-19%	34	-7%	?	?	-2%	?	.
3	Cc1cc(NS(=O)(=O)c2ccc(Nc3nc(-c4ccc(C)c(C)c4)cs3)cc2)no1	-2%	-10%	-56*	-16%	-5%	-16%	?	i	9%
4	CC1CC(C)CN(C(=O)Cn2c(-c3nonc3N)nc3ccccc32)C1 (centres undefined)	2%	-9%	-2	-4%	-29%	-1%	-1%	i	5%
5	O=C(NCc1ccccc1)C1=C[C@@H](c2ccc3c(c2)OCO3)C[C@@H](OCc2ccc(CO)cc2)O1	2%	-10%	-25	-13%	-2%	2%	7%	i	10%
6	CCCN1CCC(NC(=O)Nc2ccc(OC)c(OC)c2)CC1	0%	-1%	11	-2%	11%	-10%	6%	i	6%
7	N#Cc1c(Nc2ccccc2Cl)s[nH]c1=O	?	?	-59*	16µM*	11%	?	?	i	-11%
8	O=C(C1CCCO1)N1CCN(C(=S)Nc2ccc(Cl)cc2Cl)CC1 (centres undefined)	6%	?	-6	-6%	?	?	14%	i	-2%
9	Cc1ccc(NC(=S)NC2CCN(Cc3ccccc3)CC2)cc1C	-2%	-21%	-20	-6%	3%	-10%	15%	?	.
10	Cc1cc(C)cc(N2C(=O)CCN(Cc3ccccc3)C2=O)c1	-6%	1%	8	8%	1%	3%	-5%	i	-23%
11	CCCCNS(=O)(=O)c1ccc(OCC(=O)OC)cc1	-3%	-1%	-14	-1%	0%	5%	0%	i	-17%
12	Cc1ccccc1C(OCC(O)CN1CCCCC1CCO)c1ccccc1 (centres undefined)	6%	-28%	-10	?	0%	0%	26%	i	-18%
13	Cc1ccc(S(=O)(=O)N2CCCC2C(=O)NC2=NCCS2)cc1 (centres undefined)	1%	-7%	22	6%	3%	11%	0%	?	-4%
14	CC(C)c1ccc(NC(=O)[C@H](NC(=O)[C@@H]2Cc3ccccc3CN2)c2ccccc2)cc1	?	?	-15	?	-13%	0%	21µM*	i	10%
15	COc1cc(CNCCSc2nnnn2C)cc(OC)c1OC	1%	9%	5	-2%	-9%	4%	-15%	i	-4%
16	COc1ccc2cc3cc(C(=O)N4CCN(Cc5ccc6c(c5)OCO6)CC4)oc3nc2c1	3%	-28%	-65*	?	-10%	?	?	?	?
17	Cc1ccc(S(=O)(=O)N(C#N)c2nc(C)cc(C)n2)cc1	-8%	1%	12	8%	-1%	1%	2%	i	6%
18	OCCNc1nc(N2CCN(Cc3ccccc3)CC2)nc2ccccc12	-2%	2%	21	4%	7%	21µM*	15%	i	6%
19	Cc1cccc(C(=O)N/N=C/c2ccoc2)c1	-11%	9%	-6	9%	4%	?	-2%	i	13%
20	Cc1occc1-c1nnc(SCC(=O)Nc2ccccc2-c2ccccc2)n1C	1%[9.22 µM]	3%	-11	7%	5%	-17%	-2%	i	-2%
21	O=C(c1n[nH]c2c1CCC2)N1CCCC(Nc2cccc(F)c2)C1 (centres undefined)	9%	4%	-8	-10%	.	.	1%	i	9%
22	Cc1cc(=O)oc2cc(OCC3CC(c4ccc(N(C)C)cc4)=NO3)ccc12 (centres undefined)	-3%	0%	50	-6%	-15%	-4%	1%	i	-20%
23	C=CCc1ccccc1Oc1cc(F)nc(N)n1	-4%	13%	14	2%	-10%	-28%	-5%	i	1%
24	COc1ccc(CCNC(=O)COC(=O)C2CC2C)cc1 (centres undefined)	2%	12%	6	4%	0%	20%	-1%	?	?
25	CC(=O)Nc1ccc(NC(=O)Cn2cc3c(n2)CCCC3)cc1	-4%	-3%	-14	2%	3%	4%	-10%	i	2%
26	Brc1ccc(-c2cn3c(n2)CCc2ccc4cccnc4c2-3)cc1	?	-18%	17	-16%	-19%	16µM*	23µM*	i	5%
27	CCc1ccccc1NC(=O)CN1C(=O)c2ccccc2Sc2ncccc21	.	.	.	.	0%	1%	.	i	1%
28	CC(=O)NC(NC(=S)Nc1ccc(N=Nc2ccccc2)cc1)C(Cl)(Cl)Cl (centres undefined)	16%	?	-19	?	?	?	?	?	-34%
29	CCC(=O)N(Cc1cc2cc(C)c(C)cc2[nH]c1=O)C1CCCCC1	-5%	-19%	-14	-2%	-8%	-25%	6%	i	-4%
30	CCOC(=O)CC(=O)Nc1ccccc1C(=O)O	1%	-3%	-4	-4%	-11%	-17%	2%	i	-5%

Overlap with the part before: 7 compounds, followed by the next part.
#	SMILES	SW480 rerep	HT1080NT lethal	IL-1B inflam inh	HT1080 IDH1KD tx	KB-3-1 tox	KB-V1 cytotox	MCF10A rerep	ATXN viability	ATXN2 expr inh
24	COc1ccc(CCNC(=O)COC(=O)C2CC2C)cc1 (centres undefined)	2%	12%	6	4%	0%	20%	-1%	?	?
25	CC(=O)Nc1ccc(NC(=O)Cn2cc3c(n2)CCCC3)cc1	-4%	-3%	-14	2%	3%	4%	-10%	i	2%
26	Brc1ccc(-c2cn3c(n2)CCc2ccc4cccnc4c2-3)cc1	?	-18%	17	-16%	-19%	16µM*	23µM*	i	5%
27	CCc1ccccc1NC(=O)CN1C(=O)c2ccccc2Sc2ncccc21	.	.	.	.	0%	1%	.	i	1%
28	CC(=O)NC(NC(=S)Nc1ccc(N=Nc2ccccc2)cc1)C(Cl)(Cl)Cl (centres undefined)	16%	?	-19	?	?	?	?	?	-34%
29	CCC(=O)N(Cc1cc2cc(C)c(C)cc2[nH]c1=O)C1CCCCC1	-5%	-19%	-14	-2%	-8%	-25%	6%	i	-4%
30	CCOC(=O)CC(=O)Nc1ccccc1C(=O)O	1%	-3%	-4	-4%	-11%	-17%	2%	i	-5%
31	CCOc1ccc2nc(SCC(=O)Nc3cc4c(cc3C(C)=O)OCO4)[nH]c2c1	-4%	9%	-24	10%	-23%	-16%	15%	i	-11%
32	Cc1nnc(NC(=O)CCSc2ccccc2)s1	-10%	10%	18	-3%	4%	3%	-5%	i	8%
33	O=C(NC1CCN(C(=O)Nc2cccc(F)c2)CC1)c1ccco1	-9%	-2%	6	3%	-9%	2%	-4%	i	-3%
34	CC1CCN(c2c(NCC3CCC(C(=O)NCCCc4ccccc4)CC3)c(=O)c2=O)CC1 (centres undefined)	?	4%	-14	-6%	11%	2%	?	i	0%
35	O=C(Nc1ccc(N=Nc2ccccc2)cc1)c1ccccc1Cl	?	-6%	-67*	-5%	-2%	-19%	30%	i	16%
36	O=C(c1ccco1)N1N=C(c2ccc(Br)cc2)CC1(O)C(F)(F)F (centres undefined)	-10%	-7%	-63*	?	-25%	-27%	?	i	3%
37	Cc1ccc(NC(=O)CSc2nncc3ccccc23)cc1	-3%	3%	-20	17%	3%	0%	12%	i	5%
38	NC1=NC2(CCCCC2)N(c2ccc(F)cc2)C(N)=N1	-2%	11%	5	16%	2%	1%	-1%	i	16%
39	Cc1ccn2c(=O)nc(SCC(=O)N3N=C(c4cccs4)CC3c3ccc(F)cc3)nc2c1 (centres undefined)	-2%	-7%	-12	-19%	-13%	-28%	2%	i	9%
40	CC(CN1CCOCC1)OC(=O)/C=C/c1ccccc1 (centres undefined)	-83%[inhibitor]	-3%	7	-1%	-2%	36%	6%	i	20%
41	COc1cc([N+](=O)[O-])ccc1NC(=O)COC(=O)C1=NN(c2ccccc2)C(=O)CC1	-2%	-1%	-9	1%	-20%	21%	-3%	i	.
42	Cc1ccc(N2CC(C(=O)Nc3nnc(SCC(=O)Nc4cc(C)on4)s3)CC2=O)cc1 (centres undefined)	-14%	5%	14	0%	26%	-1%	-2%	i	-11%
43	O=C(O)c1cc2nc(C3CC3)cc(C(F)(F)F)n2n1	-5%	-6%	0	10%	21%	?	3%	i	-6%
44	COc1ccc(CNC(=O)CN(C)S(=O)(=O)c2ccc(Cl)cc2)cc1	-22%	7%	0	-1%	-6%	-17%	-14%	i	8%

Some of the entries so far, with two lines to a compound.
The line under a structure holds: SW480 rerep	HT1080NT lethal	IL-1B inflam inh	HT1080 IDH1KD tx	KB-3-1 tox	KB-V1 cytotox	MCF10A rerep	ATXN viability	ATXN2 expr inh
[42] Cc1ccc(N2CC(C(=O)Nc3nnc(SCC(=O)Nc4cc(C)on4)s3)CC2=O)cc1 (centres undefined)
→ -14%	5%	14	0%	26%	-1%	-2%	i	-11%
[34] CC1CCN(c2c(NCC3CCC(C(=O)NCCCc4ccccc4)CC3)c(=O)c2=O)CC1 (centres undefined)
→ ?	4%	-14	-6%	11%	2%	?	i	0%

Screens (PubChem BioAssay)
